OXTR potentiate: potentiators of human oxytocin receptor; P30559; CHO-OTR cells, Fluo-8 calcium fluorescence, potentiator mode; 0% = oxytocin EC15, 100% = EC100; activation, % at 3 µM; actives 0.061% (n = 320,000);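 active = activation above that plate's cutoff, the mean activation of tested compounds plus 3 SD, cut at about 6.6% in these data, passing the limit was not always enough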;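 note: 100% uses oxytocin at 75 nM as the full agonist control; some results filed as inactive read as strong as hits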
Target sequence (P30559 whole entry, looked up): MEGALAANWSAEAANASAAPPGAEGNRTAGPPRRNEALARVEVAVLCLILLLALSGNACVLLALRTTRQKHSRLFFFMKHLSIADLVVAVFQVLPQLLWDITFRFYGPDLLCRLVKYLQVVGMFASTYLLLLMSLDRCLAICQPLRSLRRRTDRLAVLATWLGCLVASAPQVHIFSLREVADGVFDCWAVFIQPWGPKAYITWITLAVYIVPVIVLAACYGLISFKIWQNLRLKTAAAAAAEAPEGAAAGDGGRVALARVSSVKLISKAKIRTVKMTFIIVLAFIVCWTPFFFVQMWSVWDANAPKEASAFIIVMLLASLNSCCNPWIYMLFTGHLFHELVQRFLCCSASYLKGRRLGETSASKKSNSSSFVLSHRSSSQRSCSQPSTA
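Measured by – Fluo-8 calcium dye fluorescence · Test system – human OTR in CHO cells · Dosing – one concentration, 3.0 µM compound · Controls – EC15 oxytocin alone as 0%, 75 nM oxytocin as 100% · Evaluation – normalized max/min fluorescence ratio, % activation · Timing – 6 min pre-incubation, 100 s read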
OXTR agonist: agonists of human oxytocin receptor | activation, % at 3 µM | P30559 | CHO-OTR cells, Fluo-8 calcium fluorescence; normalized: DMSO 0%, oxytocin 100% | actives 0.32% (n = 320,000);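 active = activation above the mean of all tested compounds plus 3 SD, cutoff set per screening run, cut at about 20% in these data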;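 note: peak over basal fluorescence ratio from a 100 s FLIPR kinetic read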
V1R ag counter: activates human V1a receptor in oxytocin agonist counter-screen; AID 2797; CHO-V1R cells, Fluo-8 calcium fluorescence, agonist mode; 0% DMSO, 100% 3 nM vasopressin; actives 0.25% (n = 320,000); P37288; activation, % at 3 µM;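 active = activation above the mean activation of all tested compounds plus 3 SD, per screening run, cut at about 20% in these data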;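 note: signal is peak over basal fluorescence ratio across a 100 second FLIPR read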
CHO parental Ca: counter-screen: ATP calcium response change in parental CHO cells. parental CHO-K1, ATP-induced calcium, Fluo-8 fluorescence. inhibition, % at 5.6 µM. actives 0.63% (n = 330,000). AID 463079;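 active = inhibition above that plate's mean sample inhibition plus 3 SD, cut at about 26% in these data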;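 note: 0% = ATP-challenged DMSO wells and 100% = DMSO wells without ATP; some compounds past the cut are filed as inactive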
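Measured by: calcium-sensitive Fluo-8 fluorescence / Test system: CHO parental line / Controls: ATP-challenged DMSO wells low, unchallenged DMSO wells high / Measure: % inhibition / Compound: single nominal dose of 5.6 µM per compound / Replicates: single well per compound, no replicates / Reagent: ATP as calcium-mobilizing challenge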
TAAR1 antag: human TAAR1 antagonism. Q96RJ0. CHO RD-HGA16 TAAR1, Fluo-8 calcium fluorescence, antagonist. inhibition, % at 3 µM. actives 1.5% (n = 360,000). AID 624466;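 active = inhibition above a per-plate cutoff, the mean inhibition of test compounds on that plate plus 3 SD, cut at about 49% in these data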;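 note: 0% = DMSO plus EC80 beta-PEA response and 100% = DMSO alone without agonist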
Target sequence (Q96RJ0 whole entry, looked up): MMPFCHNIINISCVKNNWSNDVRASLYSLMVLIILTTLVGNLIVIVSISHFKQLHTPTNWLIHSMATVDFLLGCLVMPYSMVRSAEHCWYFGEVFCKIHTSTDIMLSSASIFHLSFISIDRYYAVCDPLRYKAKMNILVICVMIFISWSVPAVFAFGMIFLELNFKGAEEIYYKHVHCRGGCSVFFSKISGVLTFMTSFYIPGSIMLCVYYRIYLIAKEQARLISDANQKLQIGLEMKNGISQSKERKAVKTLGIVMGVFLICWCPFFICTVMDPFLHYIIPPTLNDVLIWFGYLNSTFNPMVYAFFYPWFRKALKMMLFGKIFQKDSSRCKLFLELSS
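Material: RD-HGA16 CHO cells with stable hTAAR1 and Gα16; Dosing: single nominal final test compound concentration of 3 µM; Schedule: seeding 17-24 h prior, 75-min 37 °C, 30-min RT dye loading; Detection: kinetic Fluo-8 calcium fluorescence measurement; Measure: % inhibition from peak post-agonist over basal fluorescence ratio; Benchmarks: vehicle and agonist controls.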
M1 ag parental: counter-screen for M1 agonists: effect in parental CHO-K1 cells; actives 0.48% (n = 360,000); AID 602248; activation, % at 3 µM; Fluo-8 calcium fluorescence; scaled to maximal ATP response, vehicle zero; in the data active = activation above about 15%;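 note: untransfected CHO-K1 host cells lacking M1 receptor as counterscreen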
CHO-K1 Ca PAM: nonselective activator or artifact in parental CHO-K1 calcium assay | ATP EC20, Fluo-8 calcium fluorescence; 0% at ATP EC20, 100% at ATP max | activation, % at 3 µM | actives 0.02% (n = 360,000) | AID 602247;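 active = activation above the run cutoff, the mean activation of all test compounds plus 3 SD, cut at about 40% in these data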;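 note: peak over basal fluorescence ratio in a 140 s read after ATP addition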
GPR7 antagonist: antagonists of human GPR7 (neuropeptides B/W receptor 1). P48145. GPR7-expressing cells, fluorescence antagonist assay. inhibition, % at 4.4 µM. actives 1.1% (n = 290,000); in the data active = inhibition above about 16%, passing the limit was not always enough;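 note: cells stimulated with the agonist NPW; 0% = agonist with vehicle and 100% = vehicle without agonist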
Target sequence (P48145 whole entry, looked up): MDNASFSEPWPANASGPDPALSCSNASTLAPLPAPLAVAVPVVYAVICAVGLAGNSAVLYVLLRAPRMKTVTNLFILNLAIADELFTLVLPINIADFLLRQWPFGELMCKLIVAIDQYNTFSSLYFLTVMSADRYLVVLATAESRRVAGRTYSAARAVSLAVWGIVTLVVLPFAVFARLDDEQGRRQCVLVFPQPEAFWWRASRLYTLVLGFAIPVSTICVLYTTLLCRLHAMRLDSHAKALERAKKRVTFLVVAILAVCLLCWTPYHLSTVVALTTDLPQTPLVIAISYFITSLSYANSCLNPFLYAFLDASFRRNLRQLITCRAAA
CHO-K1 Ca antag: M1 antagonist counterscreen hit in parental CHO-K1 cells | inhibition, % at 3 µM | actives 0.6% (n = 360,000) | ATP-induced calcium, Fluo-8 fluorescence;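 active = inhibition above a per-plate cutoff, the plate's mean sample inhibition plus 3 SD, cut at about 24% in these data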;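 note: 0% = DMSO plus EC80 ATP and 100% = DMSO alone without ATP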
Numbers without * were called inactive; x = not tested or not shown.

Sequence of screens: OXTR potentiate, OXTR agonist, V1R ag counter, CHO parental Ca, TAAR1 antag, M1 ag parental, CHO-K1 Ca PAM, GPR7 antagonist, CHO-K1 Ca antag
N#Cc1ccc(S(=O)(=O)N2CCN(CC(=O)NCC3(N4CCOCC4)CCCCC3)CC2)cc1
  3, 0.1, -0.1, -14, -4, 0.1, 15, x, -18
COc1ccc(C(=O)N2CCNC(=O)C2CC(=O)Nc2ccc(C)cc2)cc1 (stereo unspecified)
  -1, 0.3, -0.4, -7, 0, 9.8, 3, -2, -5
Cc1cc(C)nc(SCC(=O)NN)n1
  -13, -0.6, 0.3, -8, 10, 14, 24, 2, 0
CS(=O)(=O)N1CCN(c2ccc(C(=O)NC3C4CC5CC(C4)CC3C5)cc2[N+](=O)[O-])CC1 (stereo unspecified)
  -11, 7.3, 4.1, -8, 10, 8.2, 0, -12, 8
CCOC(=O)c1nc2c(ccc3ccccc32)cc1C
  -8, -2.7, -0.5, -15, -14, -0.4, -5, -15, -3
O=C(OCc1ccccc1)N1CCC2CC1c1ccc(N3CCOCC3)cc12 (stereo unspecified)
  x, x, x, x, -25, 1.7, 11, x, -10
O=Cc1ccc(C(=O)OCC(=O)NCCC2=CCCCC2)cc1
  -6, -1.2, -0.2, 2, -64, -0.2, -5, x, 4
CCOC(=O)Cc1nc(-c2ccccc2)n[nH]1
  -11, -0.8, 1.6, -8, 6, 0.1, 9, -8, 2
C=CC1CN(C(=O)OCC(Cl)(Cl)Cl)C2CC3c4ccc(OC)cc4NC3C3CC1C2CO3 (stereo unspecified)
  -3, -0.9, 0.6, -28, x, -0.5, -19, x, 18
CC12CCC(=O)N1C(C(=O)NCc1ccccc1Cl)CS2 (stereo unspecified)
  -2, 0.1, 0.1, -18, 6, 0.5, -11, x, -11

Sequence of screens: OXTR potentiate, OXTR agonist, V1R ag counter, CHO parental Ca, TAAR1 antag, M1 ag parental, CHO-K1 Ca PAM, GPR7 antagonist, CHO-K1 Ca antag
CCOc1ccc(C2NC(=O)NC(C)=C2C(=O)OC)cc1C (stereo unspecified)
  -10, -0.7, -1.0, -22, -13, 0.1, 10, -2, -7
COc1cc(C)c(C)cc1S(=O)(=O)N1CCN(Cc2ccc3c(c2)OCO3)CC1
  -5, -0.3, -1.5, -35, -34, -0.2, 11, -17, -10
Cc1ccc(NC(=S)N2CCCN(Cc3ccc(F)cc3)C2)c(C)c1
  -6, 1.7, 2.2, -11, -25, -0.5, -19, 12, 17
CC(=O)c1cccc(NC(=O)C2(C)Cc3c(-c4cccc(C(F)(F)F)c4)ccnc3O2)c1 (stereo unspecified)
  x, x, x, x, -4, 0.7, 16, x, -11
CCOc1ccc(NC(=S)NC(=O)c2c(Cl)c(C)nn2C)c([N+](=O)[O-])c1
  -8, -0.7, 0.4, 4, -17, 0.7, 20, -3, -4
Cc1cc2nc(-c3ccc(SCC(=O)NC(C)C)nc3)[nH]c2cc1C
  -5, -2.2, 0.7, -12, x, x, x, -9, x
O=C(CCS(=O)(=O)Cc1cccc(Cl)c1)NCCc1ccccc1
  -14, 0.7, 1.3, -12, -5, 2.7, 8, 5, -5
COc1ccc(C(=O)N2N=C(c3ccc(NS(C)(=O)=O)cc3)CC2c2cccs2)cc1 (stereo unspecified)
  -11, 1.5, 5.2, -5, 59*, 5.1, 12, -11, 0
CCn1ccnc1CNC(=O)c1cc(COc2ccc(F)cc2F)on1
  -9, 0.5, 1.1, -8, -5, 1.6, -5, 0, -10
COc1ccc(CC(=O)Nc2ncc([N+](=O)[O-])s2)cc1OC
  -1, 4.0, 0.5, -5, -1, 1.9, 4, 6, -8

Sequence of screens: OXTR potentiate, OXTR agonist, V1R ag counter, CHO parental Ca, TAAR1 antag, M1 ag parental, CHO-K1 Ca PAM, GPR7 antagonist, CHO-K1 Ca antag
CCN(CC(=O)Nc1ccc(OC)cc1)CC(=O)Nc1sc2c(c1C(=O)OC)CCCC2
  0, -1.1, 0.3, -52, 4, 0.1, 16, x, -22
CC(NC(=S)NC(=O)c1ccccc1Br)c1ccccc1 (stereo unspecified)
  -13, -2.0, -0.8, -2, 30, 11, 23, -8, 2
O=C(O)c1ccc(COc2ccccc2Cl)cc1
  -7, 2.7, 3.9, -2, 2, -0.1, 19, -3, -3
O=C(OCc1ccc(Br)cc1)c1cccc(S(=O)(=O)N2CCCC2)c1
  -5, 1.7, 2.1, -36, 19, 1.5, 24, x, -18
c1ccc(-c2c3ccccc3nc3[nH]c4ccccc4c23)cc1
  -22, -0.4, 0.2, -41, x, 0.0, 17, -22, -15
CCOC(=O)c1sc(=S)n(-c2ccccc2)c1C
  6, -1.1, -1.5, -7, -9, 2.3, 1, -6, 1
O=C1c2ccccc2C(=O)N1CCc1csc(-c2cccc(Cl)c2)n1
  -9, -0.2, 4.7, -31, 33, 0.1, 1, -9, 10
Cc1ccc(C(=O)Cn2c(C(=O)/C=C/c3ccccc3)nc3ccccc32)cc1
  -11, -1.1, -0.5, -30, -23, 0.0, -7, -8, 11
COC(=O)c1c(C(=O)OC)c2cc(C(=O)c3ccccc3)ccn2c1Cl
  -3, -0.8, 0.1, -42, 44, 2.5, 15, -20, -11
CCN(CC)c1ccc(NC(=O)Nc2ccc(C(C)=O)cc2)cc1
  -15, 3.3, 5.8, 11, 32, 2.1, -4, -1, 16

Sequence of screens: OXTR potentiate, OXTR agonist, V1R ag counter, CHO parental Ca, TAAR1 antag, M1 ag parental, CHO-K1 Ca PAM, GPR7 antagonist, CHO-K1 Ca antag
Cc1cc(F)ccc1NCc1cc2c(cc1[N+](=O)[O-])OCO2
  -14, -2.6, -1.2, -21, 8, -0.2, 4, -12, -8
CCCC(=O)NNC(=O)Nc1ccccc1
  5, 0.3, 1.4, 4, x, 0.6, 25, -6, -23
COc1ccc(C(C)NC(=O)C23CC4CC(CC(C4)C2)C3)cc1OC (stereo unspecified)
  -8, -0.8, 0.7, -21, -2, 1.1, -9, 0, -19
CC1CCCCC1NC(=O)CSc1nncn1N (stereo unspecified)
  0, 1.6, 0.6, 2, -10, -0.1, -7, -2, 7
O=C(CN1C2CCCC1CC(NC(=O)c1ccco1)C2)Nc1ccccc1C(F)(F)F (stereo unspecified)
  -13, -0.7, -0.3, -4, 5, 0.2, 11, -2, -3
O=C(NC(=S)Nc1ccccc1Cl)c1ccco1
  -9, -0.4, 0.6, -3, -9, 0.9, 18, -8, -6
CCOc1nc(N2CCOCC2)nc(N2CCOCC2)n1
  1, -0.1, 0.7, -11, 6, 1.0, 12, -4, -5
COc1ccc(C(=O)NC(=S)Nc2ccc(CN3CCOCC3)cc2)cc1
  -8, 1.9, 1.5, -11, -12, 3.0, -5, 1, 2
COc1c(C)cc(C(=O)C2CCCN(C(=O)c3cc(C)nc(C)n3)C2)cc1C (stereo unspecified)
  -1, -0.6, -0.6, -16, -4, 0.2, -1, -13, 5
c1ccc2c(c1)ccc1ncccc12
  3, -0.2, 0.6, -12, -13, 0.2, -6, -6, 4

Sequence of screens: OXTR potentiate, OXTR agonist, V1R ag counter, CHO parental Ca, TAAR1 antag, M1 ag parental, CHO-K1 Ca PAM, GPR7 antagonist, CHO-K1 Ca antag
CNCc1c(OCc2ccc(F)cc2)ccc2ccccc12
  -9, 11, 6.7, -7, -12, 4.0, 4, -2, -3
CC1(C(=O)NCc2ccccc2Br)CCN1Cc1csc2ccccc12 (stereo unspecified)
  x, x, x, x, -7, 0.5, 8, x, -9
O=C(CSc1nnnn1-c1cccc2ccccc12)Nc1ccc(C(=O)O)cc1
  -3, 0.3, 1.0, 1, -2, 0.7, -9, -17, -1
COc1ccc(C(=O)NCC(=O)OCC(=O)NC23CC4CC(CC(C4)C2)C3)cc1
  -9, 1.4, 0.8, -18, -27, 1.5, -7, x, -25
C[C@H]1CCCCO[C@@H](CN(C)C(=O)NC2CCCCC2)[C@@H](C)CN([C@@H](C)CO)C(=O)c2cc(NC(=O)Cc3ccccc3)ccc2O1
  x, x, x, x, -28, 0.3, 9, x, -9
CCCNC(=O)Nc1nc(CC(=O)OCC)cs1
  -4, 0.9, 0.2, 4, -19, 0.1, 15, -2, 0
CCC(=O)c1cn(/C(=C\C(=O)OC(C)(C)C)CCC(OC)OC)cc1CC
  -10, -2.6, -0.6, -27, -5, -0.4, 23, x, -6
CCOC(=O)/C(=N\Nc1ccccc1Cl)N1CC(C)OC(C)C1 (stereo unspecified)
  -6, -0.2, -1.2, -31, -40, 0.2, 32, -7, -26
Cc1cc(C)cc(Cn2cc(CN3CC(N4CCCCC4)CS3(=O)=O)nn2)c1 (stereo unspecified)
  x, x, x, x, -14, 0.2, -5, x, -15
Cc1ccc(-c2nc(C=Nc3ccccc3)c(O)o2)cc1
  -11, -2.5, -1.4, -19, 6, 0.7, 12, -4, -18

Sequence of screens: OXTR potentiate, OXTR agonist, V1R ag counter, CHO parental Ca, TAAR1 antag, M1 ag parental, CHO-K1 Ca PAM, GPR7 antagonist, CHO-K1 Ca antag
CCCNc1ncccc1C(N)=O
  -5, -0.1, 0.4, 2, -6, -0.1, 5, -2, -16
Cc1csc(NC(=O)CSc2nnc(C)n2Cc2ccco2)n1
  3, -0.1, 0.3, 4, 0, 0.8, 22, -11, -10
COc1cccc(/C=N/Nc2ccccc2C(=O)O)c1O
  -5, -1.0, 0.7, 1, -7, 0.5, -6, -6, -5
O=C(Nc1ccccc1)C1=C[C@@H](c2coc3ccccc3c2=O)C[C@@H](OCc2ccc(CO)cc2)O1
  -10, 1.2, 2.8, -26, 51*, 1.6, 9, -12, -10
COc1ccc(Cl)cc1-c1nc(SCC(=O)NCCN2C(=O)CSC2=O)n[nH]1
  0, -1.0, -0.2, -4, -10, 0.1, 1, -7, 5
COc1ccc(CNC(=O)c2coc(=O)c3ccccc23)c(OC)c1
  -10, 0.4, 0.9, -14, -7, 2.4, 12, -7, -18
CC(=O)Nc1ccc(CN(C)c2c(C)nc3ccc(C(=O)NCCCn4ccnc4)cn23)cc1
  x, x, x, x, -17, 0.5, 13, x, -11
CC(C)(C)n1nnnc1C(c1ccccc1)N1CCN(C(=O)C2CCCO2)CC1 (stereo unspecified)
  x, x, x, x, -13, 0.6, 8, x, -16
O=C(c1cccc(C(F)(F)F)c1)C1CCCN(Cc2cccn2-c2ccccn2)C1 (stereo unspecified)
  -20, 4.1, 4.1, -25, 4, 2.2, 5, 19, 0

From PubChem BioAssay
